Screening results from PubChem.
DAGLB inhibitor = blocks human DAGLB lipase activity; Q8NCG7; HEK293T DAGLB membrane lysate, EnzChek fluorogenic substrate; inhibition, % at 5.17 µM; hit rate 0.059% among 340,000; AID 504411; in the data active = inhibition above about 34%;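 note: 0% = enzyme with vehicle and 100% = wells lacking enzyme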
Target sequence (Q8NCG7 whole entry, looked up): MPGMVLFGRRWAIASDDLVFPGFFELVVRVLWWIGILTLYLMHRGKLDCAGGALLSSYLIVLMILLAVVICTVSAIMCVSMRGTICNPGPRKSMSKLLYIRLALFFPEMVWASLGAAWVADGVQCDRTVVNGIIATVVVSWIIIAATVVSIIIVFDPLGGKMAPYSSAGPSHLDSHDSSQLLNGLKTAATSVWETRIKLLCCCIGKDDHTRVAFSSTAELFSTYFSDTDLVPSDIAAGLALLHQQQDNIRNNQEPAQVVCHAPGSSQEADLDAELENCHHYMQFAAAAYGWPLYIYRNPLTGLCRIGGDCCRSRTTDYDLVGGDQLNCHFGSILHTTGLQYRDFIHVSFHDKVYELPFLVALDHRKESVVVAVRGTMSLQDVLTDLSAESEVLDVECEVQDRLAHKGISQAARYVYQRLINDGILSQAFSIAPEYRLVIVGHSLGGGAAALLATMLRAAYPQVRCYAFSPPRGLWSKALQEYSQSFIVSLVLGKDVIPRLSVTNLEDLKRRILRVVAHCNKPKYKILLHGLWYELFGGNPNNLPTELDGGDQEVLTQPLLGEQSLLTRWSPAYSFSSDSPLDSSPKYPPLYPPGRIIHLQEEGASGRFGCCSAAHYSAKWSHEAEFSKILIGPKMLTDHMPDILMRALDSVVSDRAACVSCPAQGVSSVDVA
AddAB inh = less growth of phage-infected E. coli with AddAB; inhibition, % at 11.9 µM; hit rate 0.29% among 330,000; E. coli expressing H. pylori AddAB, absorbance growth; in the data active = inhibition above about 12%;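 note: 0% = vehicle wells of infected cells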
Ecoli viability = bacterial growth inhibition, counter-screen for AddAB inhibitors. hit rate 0.27% among 330,000. inhibition, % at 11.9 µM. AID 449728. E. coli V3065 growth, OD600 absorbance, 18 h;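 active = inhibition above the campaign's mean inhibition across all tested compounds plus 3 SD, cut at about 9.9% in these data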;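 note: uninfected addAB+ strain grown without phage in ampicillin broth; 0% = DMSO wells and 100% = ciprofloxacin 0.95 µg/ml wells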
Wnt act = activates Wnt/beta-catenin signaling in a reporter cell assay; hit rate 1.2% among 300,000; activator, plate reader; activation, % at 9.35 µM; AID 743398; in the data active = activation above about 30%, passing the limit was not always enough; inconclusive = no clear call, values can overlap the other calls;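 note: 0% = neutral control wells and 100% = positive control wells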
PfHsp90 yeast 2 = growth inhibition of yeast expressing Plasmodium Hsp90. inhibition, % at 9.4 µM. hit rate 0.32% among 310,000. AID 504621. S. cerevisiae expressing PfHsp90, BacTiter-Glo ATP, 48 h; yeast lacking PDR1 and PDR3 efflux regulators;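 active = every replicate shows inhibition above about 80%, whatever the replicate mean, limit read from the data; inconclusive = mean inhibition reaches the set limit but some replicate falls short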;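 note: 0% = DMSO neutral controls and 100% = 20 µM radicicol positive controls; yeast relying on Plasmodium falciparum Hsp90 in place of its own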
Tat transport = inhibitors of E. coli Tat protein transport; E. coli MC4100 TorA-mCherry Tat export, fluorescence; inhibition, % at 10 µM; hit rate 0.036% among 340,000; AID 488895;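 active = mean replicate inhibition at least 50% and at least half of replicates individually reaching 50%; inconclusive = only one of the two criteria met; inactive = neither criterion met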;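 note: exported cargo escapes ClpAP degradation while cytoplasmic cargo is degraded and loses fluorescence; 0% = median of neutral control wells and 100% = median of NaSCN control wells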
CAL PDZ FP = human CAL PDZ-peptide interaction inhibition; hit rate 0.02% among 330,000; Q9HD26; AID 504414; inhibition, % at 20 µM; purified CAL PDZ, TMR-peptide fluorescence polarization, 1 h;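 active = highest replicate inhibition of at least 40%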;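 note: plate controls were DMSO neutral control wells for no effect and unlabeled competitor peptide control wells for full effect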
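Material: tagged CAL PDZ protein CerCALP, purified; buffer or medium: sodium phosphate/NaCl buffer pH 7.4 with TCEP, IgG, Thesit; also added: fluorescent TMR peptide probe; schedule: 1 h incubation at room temperature before polarization reading; technique: fluorescence polarization from S- and P-plane intensities, G-factor corrected; control set: unlabelled peptide and DMSO controls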
phage Ecoli inh = E. coli growth loss with phage present; hit rate 0.26% among 360,000; growth absorbance; AID 651602; inhibition, % at 11.9 µM; in the data active = inhibition above about 11%
PvdQ inh = P. aeruginosa PvdQ acylase inhibition. purified PvdQ acylase, fluorescence plate reader. inhibition, % at 10 µM. hit rate 0.063% among 340,000. AID 488965; in the data active = inhibition above about 30%, passing the limit was not always enough; inconclusive = no clear call, values can overlap the other calls;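 note: 0% = vehicle neutral wells and 100% = reference inhibitor wells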
Rtt109 HAT inh = C. albicans Rtt109 histone acetyltransferase inhibition; Q5AAJ8; purified Rtt109/Vps75, ThioGlo CoA-SH fluorescence, 4 h; inhibition, % at 34.9 µM; hit rate 0.16% among 330,000;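 active = inhibition of at least 50% in every replicate; inconclusive = best replicate reaches 50% inhibition but some replicates fall short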
Target sequence (Q5AAJ8 whole entry, looked up): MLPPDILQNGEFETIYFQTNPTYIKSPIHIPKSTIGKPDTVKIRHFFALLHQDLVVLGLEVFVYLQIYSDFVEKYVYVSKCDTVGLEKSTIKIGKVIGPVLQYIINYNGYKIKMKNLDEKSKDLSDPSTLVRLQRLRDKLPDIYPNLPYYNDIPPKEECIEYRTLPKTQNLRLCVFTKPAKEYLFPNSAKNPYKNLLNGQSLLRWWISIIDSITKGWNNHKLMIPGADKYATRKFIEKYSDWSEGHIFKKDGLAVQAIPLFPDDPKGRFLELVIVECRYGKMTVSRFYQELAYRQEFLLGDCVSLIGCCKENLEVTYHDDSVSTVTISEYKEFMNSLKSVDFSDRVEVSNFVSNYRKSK
Numbers without * were called inactive; ? = inconclusive; nt = not tested or not shown.

smiles	DAGLB inhibitor	AddAB inh	Ecoli viability	Wnt act	PfHsp90 yeast 2	Tat transport	CAL PDZ FP	phage Ecoli inh	PvdQ inh	Rtt109 HAT inh
CCn1c(SCC(=O)NC2CCCCC2)nnc1C(CO)NC(=O)c1ccccc1 (stereo unspecified)	2	0.9	0.8	2	-5	0	0.2	1.5	4	4
C#CC(=O)N(c1cccc(OC)c1)C(C(=O)NC1CCCC1)c1cccs1 (stereo unspecified)	-3	1.1	-1.1	-11	8	-2	0.0	2.3	-1	8
O=C(CN(C(=O)C1CSC(=O)C1)c1cccc(F)c1)NC1CCCC1 (stereo unspecified)	1	0.0	-2.2	-1	0	1	-0.7	3.3	-1	-3
CS(=O)(=O)N(CC(=O)NC1CCCC1)C1CCCCC1	2	-0.7	3.0	-6	-4	6	-1.9	3.8	-11	-7
COc1ccc(CCNC(=O)c2n[nH]c3ccccc23)cc1	-3	-2.1	1.3	0	18	-4	-2.7	2.5	-10	-8
Cc1nn(S(=O)(=O)c2cccc([N+](=O)[O-])c2)c(C)c1Br	-1	0.7	0.9	-3	-30	-8	-0.4	1.0	4	-10
Cc1ccc(S(=O)(=O)Nc2ccccc2C(=O)Nc2sccc2C(=O)NN(C)C)cc1	0	-0.6	2.2	4	6	0	-0.6	1.6	-14	-7
COc1cccc(C(=O)N(CN2CCCC2=O)c2cc(C)on2)c1	0	1.8	0.0	-3	nt	11	-0.5	3.1	-4	3
COC(=O)CCCC1=CC2=C(c3ccccc3)C(=O)C(C)(OC(=O)C3CCCC3)C(=O)C2=CN1C1CC1 (stereo unspecified)	-2	2.8	1.0	2	-13	9	0.3	0.8	4	3
CC(C)(C)n1nc2c(c1NC(=O)c1ccccc1S(=O)(=O)C(F)F)CS(=O)(=O)C2	-2	-0.7	-0.9	-1	-6	5	1.0	0.9	0	-4
O=C1CC(NNc2nc3ccccc3s2)C(=O)N1c1ccccc1 (stereo unspecified)	-6	1.3	-0.2	nt	nt	5	nt	-1.1	-16	5
O=C(NCCS(=O)(=O)NC1CCCCC1)c1ccc2c(c1)OCO2	-2	-2.2	1.5	-1	6	6	-1.4	2.4	-16	2
COc1ccc(CCNc2cc(C)[nH]c(=O)c2)cc1OC	-2	-3.2	-2.7	1	22	3	0.1	3.2	-16	3
Cc1ccc(-c2c[n+](CC(=O)N3c4ccccc4Sc4ccccc43)c3n2CCC3)cc1	5	3.0	3.1	-1	0	6	-3.6	2.4	11	26
O=C(COc1nc2ccccc2nc1N1CCOCC1)Nc1cccc(S(=O)(=O)N2CCCCC2)c1	0	0.9	-0.2	-2	3	5	-1.0	0.9	5	9
CC(OC(=O)Cc1n[nH]c(=O)c2ccccc12)C(=O)Nc1ccc(S(N)(=O)=O)cc1 (stereo unspecified)	1	nt	nt	0	nt	-6	-1.7	-0.5	-9	-1
Cc1nn(CC(=O)Nc2ccc3c(c2)nc(CN2CCCC2)n3C)c(=O)c2ccccc12	2	1.1	2.1	nt	7	-3	-3.0	1.6	-5	5
COc1ccc(NC(=O)N/C=C/c2ccccc2)cc1	-4	-0.9	-0.4	-2	-9	0	0.5	4.3	-14	0
CC1CC2=C(NC(=S)NC2c2ccccc2F)/C(=C/c2ccccc2F)C1 (stereo unspecified)	2	-0.9	-1.3	-1	-12	1	-1.6	5.5	11	15
O=C(C1CC1)N1CCN(S(=O)(=O)c2ccc3c(c2)OCCO3)CC1	1	-0.8	-3.1	-1	10	-1	0.7	3.6	1	-7

Following part.
smiles	DAGLB inhibitor	AddAB inh	Ecoli viability	Wnt act	PfHsp90 yeast 2	Tat transport	CAL PDZ FP	phage Ecoli inh	PvdQ inh	Rtt109 HAT inh
N=C1C(=O)OCC1c1ccccc1NC(=O)CN1CCCCC1 (stereo unspecified)	1	2.2	1.7	nt	-9	-1	0.3	nt	5	-4
Nc1nc(SCC(=O)Nc2ccc(F)cc2)[nH]c(=O)c1NC(=O)c1ccc(F)c(F)c1	2	1.2	-0.6	5	-11	-4	-3.2	3.1	-13	-3
CCOC(=O)c1sc2ncn(/N=C/c3cccnc3)c(=O)c2c1C	-2	3.6	1.1	1	-13	3	-4.0	2.3	-2	3
COC(=O)c1c(-c2ccc(OC)cc2)oc2ccccc12	-6	3.1	1.5	-4	18	8	-0.5	0.8	3	-1
CCCCN(CC)CCCNC(=O)c1ccc2c(c1)N(CC)C(=O)c1ccccc1S2(=O)=O	-2	-1.6	-0.4	0	10	2	-1.8	1.8	-12	2
COc1ccc(NC(=O)CCCNC(=O)c2ccc(Cl)cc2)cc1S(=O)(=O)N1CCCCC1	-2	nt	nt	1	13	3	0.9	0.3	-14	4
O=[N+]([O-])c1ccc(Oc2ccc(F)cc2Br)c2ccncc12	1	4.8	3.5	nt	-10	1	-0.6	2.8	-3	1
Cc1noc(C)c1CSCC(=O)Nc1ccccc1N1CCCCC1	-10	0.9	-1.1	nt	-1	9	-0.4	nt	6	2
C/C(=N\NC(=O)c1sccc1-n1cccc1)c1cccs1	1	-4.0	1.0	2	-16	-3	-0.7	2.9	-12	-3
COCC(=O)Nc1cc(C(=O)NCCc2ccccc2)ccc1Cl	1	-0.3	0.3	13	-9	-5	-3.1	1.8	-10	-3
CS(=O)(=O)c1ccccc1-c1nnc(NC(=O)COc2ccc(Cl)cc2)o1	1	0.9	2.1	1	-13	-8	-0.2	-2.3	-15	3
CC1CCN(Cc2ccc(NC(=O)C3CCN(c4nnc(-n5cccc5)s4)CC3)cc2)CC1	2	5.4	1.4	10	-9	1	-0.3	2.3	-12	-6
COc1ccc(Cl)cc1N(CC(=O)N1CCC(C)CC1)S(C)(=O)=O	-2	-0.3	-1.1	-1	2	4	-1.2	0.8	0	-3
NC(=O)c1ccccc1NC(=O)NC1CCCCC1	-1	2.4	1.3	1	nt	-1	-1.4	-0.3	-13	4
Cc1cc2ccccc2n1CCNC(=O)C1CC1	3	1.0	2.2	10	15	-9	0.4	0.1	-9	-7
COc1ccccc1CCC(=O)N(Cc1ccccc1)c1c(N)n(Cc2ccccc2)c(=O)[nH]c1=O	19	3.1	0.9	-1	8	-3	-3.0	2.6	-9	?
Cc1ccc(S(=O)(=O)N2CCC(C(=O)OCC(=O)N(C)CC(=O)Nc3ccc(F)cc3)CC2)cc1C	-1	0.9	-2.5	-2	4	5	-1.2	2.8	7	17
O=C(Nc1ccccc1N1CCCC1)c1ccc2ccccc2c1	-12	6.9	-0.7	1	20	1	-1.5	2.4	-4	8
COP(=O)(/C=C/c1ccccc1)C(O)c1ccc(F)cc1 (stereo unspecified)	5	-1.1	0.8	1	0	1	-0.1	1.6	21	-8
NC(=O)CC(NC(=O)c1ccc(Br)cc1)c1ccc(NCc2ccc(F)cc2)c([N+](=O)[O-])c1 (stereo unspecified)	26	3.2	-0.8	1	-23	1	-0.1	4.1	-14	2

Whole records, looked up by structure. Screens in order: DAGLB inhibitor, AddAB inh, Ecoli viability, Wnt act, PfHsp90 yeast 2, Tat transport, CAL PDZ FP, phage Ecoli inh, PvdQ inh, Rtt109 HAT inh
`NC(=O)c1ccccc1NC(=O)NC1CCCCC1` reads -1, 2.4, 1.3, 1, nt, -1, -1.4, -0.3, -13, 4
`CS(=O)(=O)c1ccccc1-c1nnc(NC(=O)COc2ccc(Cl)cc2)o1` reads 1, 0.9, 2.1, 1, -13, -8, -0.2, -2.3, -15, 3
`NC(=O)CC(NC(=O)c1ccc(Br)cc1)c1ccc(NCc2ccc(F)cc2)c([N+](=O)[O-])c1` (stereo unspecified) reads 26, 3.2, -0.8, 1, -23, 1, -0.1, 4.1, -14, 2
`COc1ccc(NC(=O)CCCNC(=O)c2ccc(Cl)cc2)cc1S(=O)(=O)N1CCCCC1` reads -2, nt, nt, 1, 13, 3, 0.9, 0.3, -14, 4
`COc1ccccc1CCC(=O)N(Cc1ccccc1)c1c(N)n(Cc2ccccc2)c(=O)[nH]c1=O` reads 19, 3.1, 0.9, -1, 8, -3, -3.0, 2.6, -9, ?

The results go on:
smiles	DAGLB inhibitor	AddAB inh	Ecoli viability	Wnt act	PfHsp90 yeast 2	Tat transport	CAL PDZ FP	phage Ecoli inh	PvdQ inh	Rtt109 HAT inh
O=C(NNC(=O)C1CCCCC1)c1cnccn1	-1	-4.2	-3.7	nt	-4	-6	-1.3	-4.8	-13	2
Cc1ccc(N2C(N)=C(C#N)C(c3cccnc3)C3=C2CCCC3=O)cc1 (stereo unspecified)	0	-0.2	-1.4	nt	17	-3	0.1	1.7	-5	6
CCCOc1ccc(/C(CC)=N/NC(=O)C2(C)CC2(Br)Br)cc1 (stereo unspecified)	-5	2.4	-1.5	nt	18	-5	-0.7	0.4	-17	-2
Cc1ccccc1N(CC(=O)NCCSc1ccccn1)S(=O)(=O)c1ccccc1	-2	1.4	-2.4	-2	-10	-8	-0.2	1.5	-2	3
COc1ccc(OCC(=O)Nc2ccccc2OC)cc1	-14	3.7	0.5	0	-12	5	-1.8	3.6	5	11
CC1(C)CC(=O)C2=C(C1)Nc1ccccc1N1C(=O)c3ccccc3C21 (stereo unspecified)	-1	0.5	-0.4	1	18	2	-2.0	-1.3	-10	11
CCOCC(O)CNC(=O)c1ccc2nc(Cc3ccc(OC)c(OC)c3)oc2c1 (stereo unspecified)	-1	1.3	1.3	6	36	-1	-5.2	1.7	-6	-8
CC1CCC(NC(=O)Cn2c(=O)[nH]c3ccsc3c2=O)CC1 (stereo unspecified)	-2	0.5	0.6	12	nt	3	-1.5	2.8	1	nt
Cc1nnc(Sc2cc(NCCO)c([N+](=O)[O-])c3nonc23)s1	-2	nt	nt	-6	13	7	3.5	2.7	-14	-20
CC1(C)CC(=O)CC(C)(C)N1OC(=O)c1ccncc1	2	0.7	-2.5	nt	8	0	-1.9	3.6	-1	7
CCc1ccc(C(=O)NNc2cc(Cl)cc(Cl)c2)cc1	-24	3.0	2.6	2	7	1	-0.4	2.1	-2	-21
CNC(=S)NNC(=O)c1cn(C)nc1C	-2	2.4	0.9	-9	13	1	-0.6	2.2	12	10
O=C(CSc1nnc(CN2CCCCC2)n1-c1ccccc1)c1ccc2c(c1)OCO2	0	1.3	1.6	-5	-100	-7	-1.2	2.7	-10	-10
O=C(CCNC(=O)c1ccccc1)NCc1ccccc1F	-1	0.8	-0.9	10	0	-2	0.5	-1.6	-2	-5
O=[N+]([O-])c1ccc(N/N=C/C=C/c2ccco2)cc1	6	0.9	1.8	-1	3	3	0.9	-0.5	-3	-2
S=C(Nc1ccccc1)N1N=CCC1c1ccccc1 (stereo unspecified)	0	0.3	-1.5	nt	-25	-1	-2.2	3.5	-5	-2
CCn1nc(CC(=O)Nc2ccc(-n3cnnn3)c(OC)c2)c2ccccc2c1=O	0	2.6	1.8	-6	nt	-7	-4.1	0.8	-8	-1
O=C(NCC1CCCCC1)c1cc(S(=O)(=O)N2CCCCC2)ccc1Cl	-3	-0.3	-3.0	6	-16	0	-0.5	1.2	-4	0

This is a random part of the collection; 1.9% or so of the library scored in one or more.
